High-throughput results as filed in PubChem.
Rat MKP-3 inhibitors: inhibition of rat DUSP6 enzyme activity – biochemical, in vitro, primary screen (AID 425) | 110,000 compounds, 0.17% hits | inhibition, % at 20 µM, or IC50 in µM where a hit was titrated | recombinant MKP-3 phosphatase activity, fluorescence; higher % means a stronger effect; in the data active means inhibition above about 50%;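 further: plate controls were vehicle for no effect and reference inhibitor for full effect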
Hsp70 inhibitors: Hsp70 inhibitors, probe displacement, primary screen, biochemical, fluorescence polarization (AID 583). one-dose displacement, % at 20 µM; IC50 in µM for titrated hits. 140,000 compounds, 0.06% hits. Hsp70 fluorescence polarization probe displacement, mP; higher % means a stronger effect; in the data active means displacement above about 50%;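 further: plate controls were vehicle for no effect and reference ligand for full effect; a part of the inactive calls stands beside numbers as strong as those of hits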
An asterisk follows results filed as active; · = not tested or not shown; & = joins results of further samples. These rows are one share of the data; count on the stated rates, not on these rows.

SMILES | Rat MKP-3 inhibitors | Hsp70 inhibitors
CCn1c(SCC(=O)c2cc(C)n(CC3CCCO3)c2C)nc2ccccc21 (centres undefined) | 7% | -3.3%
COC(=O)C1C(=O)c2c([nH]c(C(=O)OCCOC(C)C)c2C)CC1C (centres undefined) | -6% | 0.6%
O=C(CN1CCN(c2ccccc2)CC1)Nc1cccc(C(F)(F)F)c1 | -11% | 7.0%
CC(C)Oc1ccc(C2C(C(=O)c3ccco3)=C(O)C(=O)N2CCCN(C)C)cc1 (centres undefined) | -6% | 4.4%
Cc1ccc2c(c1)CC1(CN2C)C(=O)OC2(CCCCC2)OC1=O | 5% | -1.8%
CCC(CC)C(=O)NC12CC3CC(CC(C3)C1)C2 | · | -0.9%
Cn1c(CSc2nc3ccccc3s2)nnc1SCC(=O)NCCN1CCOCC1 | -11% | 12%
CC(c1ccccc1)C(CC(=O)O)C(=O)NC1CCCCC1 (centres undefined) | -3% | -4.4%
O=C(O)c1ccc2c(c1)ncn2C1CCCCCC1 | 4% | -1.4%
COc1cc(NC(=O)c2nn3c(c2Br)NC(c2cccs2)CC3C(F)(F)F)c(OC)cc1Cl (centres undefined) | 4% | 0.2%
COc1ccc(C)cc1NC(=O)c1cc(C(F)(F)F)cc(C(F)(F)F)c1 | 3% | -2.5%
O=C1CNC(=O)c2c(nc3n2CCC3)N1 | 0% | -4.9%
CN(C)CCNCCP(=O)(c1ccccc1)c1ccccc1 | 4% | -2.1%
COC(=O)c1cc2sccc2n1CC(=O)N1CCCc2ccccc21 | 5% | -0.5%
O=c1c2c3nc4ccccc4nc3n(CCN3CCOCC3)c2ncn1CCN1CCOCC1 | -9% | -3.6%
COC(=O)CSc1nnc(-c2cccnc2)n1-c1cccc(OC)c1 | 0% | 1.9%
Cc1c(Cl)cccc1NC(=O)CSCc1cc(=O)[nH][nH]1 | 0% | 3.3%
CC1=C(C)CS(=O)N(c2ccc(S(N)(=O)=O)cc2)C1 (centres undefined) | 10% | 8.0%
CCOc1cc(C)nc(NCc2ccccc2)n1 | · | 1.5%
CN1c2ccccc2N(C)C1c1c(O)ccc2ccccc12 | -10% | 0.9%
COCCn1c(SCC(=O)Nc2ccc(NC(=O)c3ccco3)c(OC)c2)nc2ccccc2c1=O | · | 5.2%
COc1ccccc1/C=C(\NC(=O)c1ccccc1)C(=O)NCCc1c[nH]c2ccccc12 | 2% | -0.5%
O=C(NCCC1=CCCCC1)c1cc(Cl)ccc1[N+](=O)[O-] | 3% | -4.7%
O=C(Nc1ccccc1C(=O)O)c1ccc2c(c1)C(=O)N(c1ccc(O)cc1)C2=O | 1% | 8.1%
O=C(CC1Nc2ccccc2NC1=O)NCCCN1CCCCCC1 (centres undefined) | 6% | 1.1%

(next part)
SMILES | Rat MKP-3 inhibitors | Hsp70 inhibitors
COc1ccc(NC(=O)CN(c2cccc(C(F)(F)F)c2)S(C)(=O)=O)cc1OC | -1% | 1.1%&-2.8%
CC(Oc1ccc2c(-c3ccccc3)cc(=O)oc2c1)C(=O)O (centres undefined) | 0% | 3.0%
O=C(O)C(Cc1ccccc1)N1C(=O)/C(=C/c2ccccc2[N+](=O)[O-])SC1=S (centres undefined) | 5% | 1.5%
O=C(CSc1n[nH]c(=O)n1C1CC1)Nc1cc(Cl)ccc1Oc1ccccc1 | -16% | -4.0%
Cn1cc(C2NC(=O)c3c(sc4c3CCCC4)N2)c2ccccc21 (centres undefined) | 0% | 4.0%
COc1cc(/C=C2\C(=O)NN(c3ccc(Cl)c(Cl)c3)C2=O)c([N+](=O)[O-])cc1OC | 10% | 4.8%
CC1=C(C(=O)Nc2ccccc2)C(c2ccco2)C(C#N)=C(SCC(=O)Nc2cccc(C)c2C)N1 (centres undefined) | -3% | 2.6%
COc1ccc(OC)c(NC(=O)CCNS(=O)(=O)c2cccs2)c1 | 4% | 7.6%
O=C(NCc1cccs1)C(NS(=O)(=O)c1cccc2nsnc12)c1ccccc1 (centres undefined) | -3% | -0.6%
CCOC(=O)c1cccc(NC2C=CS(=O)(=O)C2)c1 (centres undefined) | 1% | 3.8%
CC(C)(C)c1nnc(NC(=O)c2cccs2)s1 | 0% | 0.1%
Cc1ccc2[nH]c(=O)c(N3CCOCC3)c(-c3ccccc3)c2c1 | · | 1.7%
O=C(O)c1ccc(Oc2cccc([N+](=O)[O-])c2)cc1C(=O)O | -1% | -2.9%
Cc1ccc(N(C(=O)CNC(=O)c2ccco2)C(C(=O)NC2CCCC2)c2cccnc2)cc1C (centres undefined) | 5% | -1.9%
Cc1ccc(OCC(=O)Nc2ccc(Cl)cc2C)c(Br)c1 | 1% | 1.0%
COC(=O)C1=CN(CC2CCCO2)C=C(C(=O)OC)C1c1cc(OC)c(OC)c(OC)c1 (centres undefined) | -5% | 0.9%
Cc1cc(C(=O)CSc2nc3ccccc3[nH]2)c(C)n1CC1CCCO1 (centres undefined) | · | -1.9%
CCCCc1cc2c(c(NC(=O)CC)n1)c(=O)oc1ccccc12 | -7% | -0.8%
OC(CNCC1(c2ccc3c(c2)OCCO3)CCCC1)COc1ccccc1 (centres undefined) | 0% | -2.7%
CCOC(=O)c1c(N2CCOCC2)nc2ccc([N+](=O)[O-])cc2c1-c1ccccc1 | -4% | -0.5%
CCOC(=O)c1[nH]c(C)c(C(=O)NC2CCN(C(=O)OCC)CC2)c1C | -10% | -0.4%
O=C(CN1CCC(NC(=O)Nc2ccccc2-c2ccccc2)CC1)NCc1ccco1 | -4% | -3.6%
Cc1ccc(S(=O)(=O)/N=C(/Nc2cccc(O)c2)c2ccccc2)cc1 | -4% | 0.1%
O=C(Nc1ccccc1N1CCN(C(=O)c2ccccc2)CC1)c1ccc2c(c1)OCO2 | -3% | 1.2%
COc1cc(-c2nnc(-c3ccccc3)o2)cc(OC)c1OC | · | 0.1%

Sorted by value in Rat MKP-3 inhibitors (high to low): four of the compounds above
SMILES | Rat MKP-3 inhibitors | Hsp70 inhibitors
CC1=C(C)CS(=O)N(c2ccc(S(N)(=O)=O)cc2)C1 (centres undefined) | 10% | 8.0%
O=C(O)C(Cc1ccccc1)N1C(=O)/C(=C/c2ccccc2[N+](=O)[O-])SC1=S (centres undefined) | 5% | 1.5%
COC(=O)CSc1nnc(-c2cccnc2)n1-c1cccc(OC)c1 | 0% | 1.9%
CC1=C(C(=O)Nc2ccccc2)C(c2ccco2)C(C#N)=C(SCC(=O)Nc2cccc(C)c2C)N1 (centres undefined) | -3% | 2.6%

4 of the compounds above, field by field.
Cn1cc(C2NC(=O)c3c(sc4c3CCCC4)N2)c2ccccc21 (centres undefined)
  Rat MKP-3 inhibitors: 0%
  Hsp70 inhibitors: 4.0%
Cc1c(Cl)cccc1NC(=O)CSCc1cc(=O)[nH][nH]1
  Rat MKP-3 inhibitors: 0%
  Hsp70 inhibitors: 3.3%
Cc1ccc(S(=O)(=O)/N=C(/Nc2cccc(O)c2)c2ccccc2)cc1
  Rat MKP-3 inhibitors: -4%
  Hsp70 inhibitors: 0.1%
COc1ccc(OC)c(NC(=O)CCNS(=O)(=O)c2cccs2)c1
  Rat MKP-3 inhibitors: 4%
  Hsp70 inhibitors: 7.6%

Additional entries.
SMILES | Rat MKP-3 inhibitors | Hsp70 inhibitors
CCC(Oc1ccccc1)C(=O)Nc1sc2c(c1C(N)=O)CCC(C(C)(C)C)C2 (centres undefined) | 4% | -1.6%
CCc1ccc2[nH]c(=O)c(CN(CCN3CCCC3)C(=O)NC3CCCCC3)cc2c1 | -8% | -3.0%
O=C(c1cccs1)N(Cc1ccco1)C1CCS(=O)(=O)C1 (centres undefined) | 3% | 5.0%
O=[N+]([O-])c1cccc(-c2nc(C3COc4ccccc4O3)cs2)c1 (centres undefined) | 4% | 2.4%
O=C(Cn1cccc1C(=O)c1ccccc1)NCc1ccc2c(c1)OCO2 | 2% | 0.4%
Cc1cc(C)c(OCCN2C(=O)NC(C)(C)C2=O)c(Cl)c1 | · | -3.4%
O=C(NC1CCCCCCC1)C1CCN(S(=O)(=O)N2CCC3(CC2)OCCO3)CC1 | -1% | -2.4%
N#CC1=C(Nc2ccccc2)SC=C(c2ccccc2)N=C1N1CCOCC1 | · | -4.5%
CCNC(=O)c1ccc(NS(=O)(=O)c2ccccc2)cc1 | -4% | -2.2%
Cc1ccc(OCC(=O)N2CCN(c3ccccc3)CC2)c(C)c1 | 2% | -2.1%
COc1ccc(N(CC(=O)NCC2CCCO2)S(=O)(=O)c2c(C)noc2C)cc1 (centres undefined) | -8% | -0.3%
COC1CCCCC1Nc1cc(C)ccc1C (centres undefined) | 0% | 4.3%
COc1ccc(N2C(=O)CC(N3CCC(O)CC3)C2=O)cc1 (centres undefined) | -1% | -2.9%
CCOc1ccc(NC(=O)c2ccc(S(=O)(=O)N(C)C)cc2)cc1 | -3% | -5.3%
CC1(C)OC(=O)N2CCc3ccccc3C21C (centres undefined) | · | 2.9%
CC(C)(O)C#Cc1ccc(C(=O)NCCc2ccccc2)cc1 | 2% | -2.1%
COc1ccc(C2C=C(c3ccccc3)Nc3ncnn32)cc1 (centres undefined) | -1% | 3.1%
Cc1cccc(C)c1N(CC(=O)N1CCN(C)CC1)S(C)(=O)=O | 3% | 0.9%
Oc1ccc(Oc2ncc(Cl)cc2Cl)cc1 | -10% | -1.2%
Cn1c(SCC(=O)NC(C)(C)C)nc(O)cc1=O | -5% | 3.7%
CN1C(=O)c2cccc3c(Cl)ccc(c23)C1=O | · | 8.0%
COCCCNC(=O)/C(=C\c1ccc(N(C)C)cc1)NC(=O)c1ccc(C)cc1 | 3% | -2.1%
COC(=O)c1c(C)oc2ccc(OS(C)(=O)=O)cc12 | 4% | -4.1%
O=C(Nc1ccccc1)N(CCCN1CCOCC1)Cc1cccs1 | -1% | -2.6%
Cc1ccc(C2C3=C(CC(C)(C)CC3=O)Nc3ccc4ccccc4c32)cc1[N+](=O)[O-] (centres undefined) | 5% | -4.7%

(next part)
SMILES | Rat MKP-3 inhibitors | Hsp70 inhibitors
Cc1ccc(N2C(=O)CC(NCCN3CCOCC3)C2=O)cc1 (centres undefined) | -2% | 3.5%
CCCOc1ccc(Cn2c(=O)oc3ccc(C)cc32)cc1OC | · | 7.4%
Cc1ccccc1-n1nnnc1SCc1ncc(-c2ccccc2)o1 | 0% | -2.1%
COc1ccc(CCNC(=O)CSCC(=O)Nc2ccccc2)cc1OC | 2% | 0.5%
COC(=O)C1=C(C)N=c2s/c(=C\c3cc(Br)c(OC)cc3OC)c(=O)n2C1c1ccccc1 (centres undefined) | 4% | -0.9%
Cn1c(Cn2c(=O)sc3ccccc32)nnc1SCC(=O)Nc1ccccc1F | 4% | -0.2%
Cc1cc(Oc2ccccc2)nc(N)n1 | 0% | -1.9%
COc1ccc(C(=O)/C=C/Nc2cc(C)on2)cc1 | -10% | ·
Cc1cccc(N2C(=O)CC(Sc3nc4ccccc4s3)C2=O)c1 (centres undefined) | 1% | 4.0%
CN1CCN(C(c2cccc(C(F)(F)F)c2)c2nnnn2C(C)(C)C)CC1 (centres undefined) | -10% | 0.0%
N#Cc1cnn(-c2ccccc2)c1NC(=O)c1ccccc1F | 5% | -1.8%
N#CC(c1nc2ccccc2nc1N1CCCC1)S(=O)(=O)c1ccccc1 (centres undefined) | -8% | 53%
O=[N+]([O-])c1ccc(N2CCN(S(=O)(=O)c3ccc4ccccc4c3)CC2)c(Cl)c1 | 4% | 3.1%
COc1ccc(-c2onc(C)c2-c2ccccc2)c(O)c1 | -8% | -3.8%
COc1cccc(C(O)c2nc3ccccc3n2C)c1 (centres undefined) | 2% | -5.6%
O=C(Nc1ccc(N2CCOCC2)c(F)c1)c1ccncc1 | 1% | -0.6%
CCCCOc1ccccc1NC(=O)c1ccc(C(C)(C)C)cc1 | 2% | 1.5%
O=[N+]([O-])c1ccccc1CNC(Cc1ccccc1)c1ccccc1 (centres undefined) | · | -2.9%
COc1ccc(OC)c(-n2c(SCC(=O)NCc3ccco3)nnc2-c2c[nH]c3ccccc23)c1 | 7% | -2.4%
COc1cccc2cc(C(=O)N3CCc4ccccc4C3)c(=O)oc12 | -5% | -0.9%
COc1cc(S(=O)(=O)NCCc2ccc3c(c2)OCO3)ccc1-n1cnnn1 | -20% | 1.4%
COc1ccccc1N1CCN(C(=O)CCNS(=O)(=O)c2ccc3c(c2)CCC(=O)N3)CC1 | -4% | -4.1%
CCOC(=O)CCCNC(=O)COC(=O)CCC(=O)c1ccc(F)cc1 | -7% | 1.4%
Cc1cccc(CN2CCN(CC(=O)NCCCN3CCCC3=O)C2=O)c1 | -2% | 4.9%
CCOC(=O)C(NC(C)=O)(NS(=O)(=O)c1ccccc1)C(F)(F)F (centres undefined) | -1% | 1.2%
CN(C)CCN1CCc2ccccc21 | · | 1.0%
CCc1ccccc1NC(=O)CN(c1ccc(OC)cc1)S(C)(=O)=O | -4% | -1.6%
Cc1cc(C(F)(F)F)nn1C(=O)c1cccnc1Cl | · | 5.3%
O=C(Nc1ccccc1)Nc1ccc(NC(=O)c2ccc(NC(=O)Nc3ccccc3)cc2)cc1 | 3% | 2.8%
COc1cc(/C=N/NS(=O)(=O)c2ccc(C)cc2)ccc1OC(=O)Nc1ccccc1 | 3% | -0.3%
